# Compound activity deposited in PubChem by several laboratories.
# NCOA1 inh = SRC1 coactivator transcriptional activity inhibitors, primary screen, cell-based, luminescence; HEK293 GAL4-SRC1 luciferase reporter; 360,000 tested, 0.12% active; Nuclear receptor coactivator 1 (Homo sapiens), Q15788; AID 588354, 2011; inhibition, % at 3.6 µM;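 active = inhibition above the campaign mean plus 3 SD, with each screening campaign given its own cutoff, cut at about 60% in these data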;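 also: 0% = DMSO treated cells and 100% = gossypol at 36 µM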
# ABHD5-PLIN5 inh = ABHD5-PLIN5 interaction inhibitors, primary screen, cell lysate, split luciferase complementation, luminescence; Perilipin-5 (Homo sapiens) + 1-acylglycerol-3-phosphate O-acyltransferase ABHD5 (Homo …; Split G. princeps luciferase complementation, 4 h; inhibition, % at 4 µM; 360,000 tested, 0.78% active;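 active = inhibition above the mean inhibition across every tested compound plus 3 SD, cut at about 22% in these data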;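 also: 0% = DMSO only wells and the 100% control is not disclosed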
# TLR9-MyD88 inh = inhibitors of TLR9-MyD88 association in cells, primary screen, cell-based, CHO, BLA complementation, fluorescence. inhibition, % at 4.98 µM. 340,000 tested, 0.21% active. CCF4 FRET ratio;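 active = inhibition above the mean over all tested compounds plus 3 SD, cut at about 21% in these data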;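 also: 0% = DMSO only wells and 100% = clavulanate BLA inhibitor control wells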
# Granule exo inh = LAMP-1 surface exposure blockers, TALL-104 cells – cell-based, flow cytometry, MLPCN library, primary screen | TALL-104 LAMP-1 surface exposure; cells stimulated with thapsigargin and PMA | inhibition, % at 10 µM | 360,000 tested, 0.66% active;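 active = inhibition above about 55%, limit read from the data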
# TWEAK-Fn14 inh = inhibitors of TWEAK-Fn14 signaling, primary screen, luciferase reporter cells, uHTS | TWEAK-stimulated Fn14 reporter cells, luciferase luminescence, 8 h | inhibition, % at 10 µM | 360,000 tested, 2% active | AID 1159606, 2016; in the data active = inhibition above about 50%
# NOD2 RIPK2 PPI = NOD2-RIPK2 binding disruptors in cells, primary screen, fluorescence, CHO cells, BLA complementation; inhibition, % at 4.98 µM; 360,000 tested, 0.38% active; CCF4 ratio; Receptor-interacting serine/threonine-protein kinase 2 (Homo sapiens), O43353; in the data active = inhibition above about 21%;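 also: 0% = vehicle only and 100% = reference blocker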
# Target sequence (O43353 whole entry, looked up): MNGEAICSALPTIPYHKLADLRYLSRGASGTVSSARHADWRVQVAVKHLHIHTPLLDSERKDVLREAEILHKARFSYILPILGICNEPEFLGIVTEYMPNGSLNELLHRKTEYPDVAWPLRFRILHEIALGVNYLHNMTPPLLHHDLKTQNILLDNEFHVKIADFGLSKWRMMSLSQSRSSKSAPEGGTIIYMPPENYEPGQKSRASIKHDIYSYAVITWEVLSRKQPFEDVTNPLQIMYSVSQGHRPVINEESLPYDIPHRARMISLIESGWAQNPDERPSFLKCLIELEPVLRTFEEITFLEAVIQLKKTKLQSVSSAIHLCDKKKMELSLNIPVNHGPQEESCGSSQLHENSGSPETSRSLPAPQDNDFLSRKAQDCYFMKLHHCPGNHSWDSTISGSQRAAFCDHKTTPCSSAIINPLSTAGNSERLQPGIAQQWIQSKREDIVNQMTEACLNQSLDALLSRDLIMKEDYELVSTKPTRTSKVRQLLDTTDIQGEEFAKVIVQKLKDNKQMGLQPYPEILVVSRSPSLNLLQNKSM
# LRH-1 inv ag = LRH-1 (NR5A2) inverse agonists, primary screen, cell-based, luminescence, HEK293T, StAR-luciferase reporter; inhibition, % at 3.6 µM; LRH-1 transfected, 24 h; AID 602396, 2012; 360,000 tested, 0.13% active; Nuclear receptor subfamily 5 group A member 2 (Homo sapiens), O00482;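 active = inhibition above the mean inhibition of all tested compounds plus 3 SD, cut at about 73% in these data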;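 also: 0% = DMSO wells and 100% = reporter-only cells lacking LRH-1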
# COUP-TFII inh = NR2F2 transcriptional activity inhibitors, primary screen, cell-based, luciferase reporter, HEK293T, luminescence | COUP transcription factor 2 (Homo sapiens), P24468 | HEK293T NGFI-A luciferase reporter | inhibition, % at 8.6 µM | 370,000 tested, 0.7% active | AID 686940, 2013;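 active = inhibition above a per-plate cutoff, mean inhibition of test wells between control levels plus 3 SD, cut at about 38% in these data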;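 also: cells cotransfected with COUP-TFII expression vector driving the NGFI-A reporter; 0% = median of COUP-TF2 test wells and 100% = reporter-only cells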
# Target sequence (P24468 whole entry, looked up): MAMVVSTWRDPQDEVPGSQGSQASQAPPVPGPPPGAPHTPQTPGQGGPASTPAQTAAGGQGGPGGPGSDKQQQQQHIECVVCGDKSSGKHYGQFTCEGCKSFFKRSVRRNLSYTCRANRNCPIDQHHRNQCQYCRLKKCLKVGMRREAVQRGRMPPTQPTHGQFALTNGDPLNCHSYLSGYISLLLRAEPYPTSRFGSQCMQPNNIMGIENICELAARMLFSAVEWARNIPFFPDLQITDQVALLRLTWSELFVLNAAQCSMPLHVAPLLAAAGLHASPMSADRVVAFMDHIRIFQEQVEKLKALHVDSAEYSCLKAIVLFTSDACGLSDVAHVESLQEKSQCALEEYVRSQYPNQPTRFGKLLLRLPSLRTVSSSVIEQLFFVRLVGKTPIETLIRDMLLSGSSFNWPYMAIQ
# TROY signal inh = inhibitors of TROY-driven NF-kB signaling, primary screen, Q293 LMP1-TROYcd cells, NF-kB luciferase, uHTS. 360,000 tested, 0.98% active. Q293 LMP1-TROYcd NF-kB luciferase reporter, 4 h. inhibition, % at 10 µM. AID 1347056, 2019;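 active = compounds whose plate-normalised and pattern-corrected inhibition of the luciferase reporter signal at the single screening dose is 50% or more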
# SRC3 inh = SRC3 coactivator transcriptional activity inhibitors, primary screen, cell-based, luminescence. Nuclear receptor coactivator 3 (Homo sapiens), Q9Y6Q9. HEK293 GAL4-SRC3 luciferase reporter. inhibition, % at 3.6 µM. 360,000 tested, 0.17% active. AID 588352, 2011;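 active = inhibition above a per-campaign cutoff, the mean of all compounds plus 3 SD, cut at about 60% in these data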;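 also: 0% = DMSO-treated cells and 100% = gossypol-treated cells at 36 µM; higher means less SRC3-driven luciferase light from the GAL4 reporter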
# NCOA2 inhibitor = inhibition of GAL4-SRC2 driven luciferase reporter, primary screen, SRC2 inhibitor project, cell-based, luminescence. HEK293 GAL4-SRC2 luciferase reporter. inhibition, % at 9 µM. 370,000 tested, 0.17% active. Nuclear receptor coactivator 2 (Homo sapiens), Q15596;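 active = inhibition above the mean inhibition of all tested compounds plus 3 SD, set per campaign, cut at about 52% in these data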;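 also: 0% = DMSO treated cells and 100% = cells given Gossypol at 36 µM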
# Numbers without * were called inactive; / = not tested or not shown. The list is partial. The share of hits here may be higher or lower than overall.
SMILES,NCOA1 inh,ABHD5-PLIN5 inh,TLR9-MyD88 inh,Granule exo inh,TWEAK-Fn14 inh,NOD2 RIPK2 PPI,LRH-1 inv ag,COUP-TFII inh,TROY signal inh,SRC3 inh,NCOA2 inhibitor
COCCCNC(=S)N/N=C/c1ccc(O)cc1,2,-1,3,1,0,-8,-25,-23,-39,13,-13
Cc1cc(C)c2c(CC(=O)O)coc2c1,4,-1,-8,-6,-5,2,6,4,-33,16,-9
Cn1nccc1NC(=O)Nc1ccccc1,6,3,-10,-1,0,-7,15,/,-11,-13,/
CCCc1nc(SCC(=O)Nc2cc(C)on2)c2ccccc2n1,5,-2,-2,1,23,-6,4,6,9,19,39
CCOc1ccc(OCCC(=O)OCC(=O)Nc2cc(S(=O)(=O)N3CCOCC3)ccc2OC)cc1,8,-3,-6,2,7,2,5,-45,-8,12,-11
CCCS(=O)(=O)NC(=O)C1(C)CCCN(C(=O)c2ccccc2OC)C1 (stereo not given),7,7,/,1,3,-5,-14,2,-9,-8,12
CC(=O)Nc1ccc(S(=O)(=O)Nc2cc(C)c(-n3nc4ccccc4n3)cc2O)cc1,-8,3,-2,-4,28,-13,26,-12,15,0,-3
COC(=O)CCSC(=S)N1CCOCC1,8,-3,2,-3,5,-12,-20,-14,-23,8,4
Cc1ccc(-c2nnc(Nc3ccc(C(N)=O)cc3)c3ccccc23)cc1S(=O)(=O)NCC1CCCO1 (stereo not given),-3,8,1,8,-4,7,-3,-7,17,6,-3
O=C(Nc1nc2ccccc2s1)C1CC(=O)N(c2ccc(Cl)cc2)C1 (stereo not given),-11,0,6,-4,26,-2,-3,13,-1,-4,-2
CC(=O)c1ccc(Nc2nc(C(N)C(C)C)cs2)cc1 (stereo not given),-16,3,/,-4,-32,3,-37,-27,-25,-47,-42
O=C(CSc1nccc(=O)[nH]1)c1ccccc1Br,2,-10,-12,0,19,-4,5,6,-1,0,-4
O=S(=O)(NCc1cn2ccsc2n1)c1ccc2c(c1)OCCO2,9,6,-10,2,3,-1,-5,-1,14,3,11
O=C(NCCCN1CCOCC1)/C(=C/c1ccc(F)cc1)NC(=O)c1ccccc1,7,6,-19,-1,1,-6,4,-2,-5,11,10
COCCNC(=O)Cn1nc(-c2ccc(C)cc2)c2ccccc2c1=O,-16,1,-2,8,9,-2,14,3,5,-12,-20
OCC1(CCc2ccccc2)CCN(Cc2ccc(OC(F)F)cc2)CC1,-28,5,7,2,-2,-22,-5,-4,10,17,-34
CCOC(=O)c1cc(=O)c2ccc(OCC(=O)Nc3ccc(F)cc3)cc2o1,-2,4,4,-3,7,6,1,13,-4,0,-33
COc1ccc(S(=O)(=O)Nc2ccc3c(c2)C(=O)N([C@@H](C)CO)C[C@H](C)[C@H](CN(C)S(=O)(=O)c2ccc(F)cc2)O3)cc1,-17,6,-43,0,-3,-13,18,-4,-11,-29,-5
CCn1cnc2scc(-c3ccc(C)c(C)c3)c2c1=O,12,-2,-6,2,19,-1,10,-4,24,16,-2
Cc1cc(C)cc(NC(=O)c2ccc(S(=O)(=O)NCc3cccnc3)cc2)c1,5,-8,1,8,33,-12,13,21,3,7,1
COC(=O)/N=C(/Cc1ccc(OC)cc1)c1ccc(OC)cc1,-13,-6,-4,14,-26,0,-25,-4,-30,-5,-18
C=CCNC(=O)c1ccc2c(c1)S(=O)(=O)c1ccccc1C2=O,-5,3,6,5,-23,1,-30,-15,-4,-15,-16
CCN(CC)C(=O)C1=C(C)N(CCCOC)C(=O)C(CC(=O)NCc2ccco2)C1 (stereo not given),-6,-7,-9,2,-1,-20,-15,7,-3,-27,-13
Cc1ccc(NC(=O)c2c(C)noc2C)cc1S(=O)(=O)N1CCOCC1,3,-2,5,-3,7,0,1,9,4,3,-8
COc1ccccc1N(CC(=O)Nc1ccccc1C(=O)NCC(C)C)S(C)(=O)=O,14,-1,4,-1,-13,-5,2,17,-14,22,5
Cc1cccc(C)c1NC(=O)COC(=O)c1ccccc1Nc1ccccc1,11,3,0,0,-15,-3,-22,5,-5,18,7
C#CCSc1nc2ccccc2n1C(=O)c1ccc(S(=O)(=O)N2CCCCC2)cc1,-17,-1,-6,-2,-6,4,-3,-19,11,-7,-17
NS(=O)(=O)c1ccc(N2CCOCC2)c(C(=O)NCCCSc2ccccc2)c1,5,3,-8,10,10,-1,5,1,-5,7,-22
O=C(COc1ccccc1)NCc1ccc(-n2cccc2)cc1,11,-2,4,12,5,-3,12,-5,-1,5,-7
Cc1cc(C(=O)Nc2ccc(C#N)cc2)on1,-31,-8,-1,-9,8,-7,-16,12,-18,-9,2
Nn1c(SCC(=O)NCCC2=CCCCC2)nnc1-c1cccnc1,-13,-8,8,15,12,-7,-3,4,11,-16,-27
CC(C)N(C(C)C)S(=O)(=O)c1ccc(N2CCc3ccccc3C2)nc1,-34,39*,-6,27,58*,0,-67,3,49,-42,-10
CN(CC(=O)Nc1cccc(F)c1)C(=O)c1ccc(S(=O)(=O)N2CCCC2)cc1,-20,-6,3,3,-8,-9,-1,16,-3,12,-5
Cc1cc([N+](=O)[O-])cc2c1NC(=O)C2(O)N1CCOCC1 (stereo not given),-5,-15,-1,2,-17,-1,20,10,-4,15,4
COC(=O)c1c(-c2cccs2)csc1NC(=O)c1cccnc1,-75,2,-2,2,-42,2,-57,-17,-32,-21,-36
Cc1cc(-c2ccccc2)nc(N/N=C/c2ccccc2)n1,-18,-6,-3,-5,-11,-9,-57,-30,-42,-36,-32
O=C(CCl)Nc1ccc(Oc2cnc3ccccc3n2)cc1,28,6,-7,0,24,-8,61,-9,-13,31,39
Cc1nn(C)c2ncc(C(=O)c3ccccc3O)cc12,-8,2,6,-8,10,-4,4,1,-20,-3,8
COCCCC1CCN(Cc2cn[nH]c2-c2cc(OC)c(OC)c(OC)c2)CC1,1,1,-2,2,-2,-4,-1,-6,-11,-11,9
CCC(=O)Nc1ccc2c(c1)nc(CN1CCN(C(C)=O)CC1)n2C,10,-3,0,1,2,9,-22,-5,15,28,9
CCOC(=O)c1cc2c(=O)n3ccccc3nc2n(CCCOC)c1=NC(C)=O,-2,-1,-9,1,10,-14,18,-5,-1,5,8
CC1CC(=O)N(CC(=O)N2CCCC2)c2ccccc2S1 (stereo not given),8,-6,-3,-3,13,-4,8,/,14,7,/
Cc1cc2c(c(=O)o1)C(Cc1ccccc1)C(C#N)=C(N)O2 (stereo not given),0,6,2,2,-2,-6,11,2,7,2,4
COC(=O)Cn1c2ccc(F)cc2c2nc(C)sc21,5,-30,-1,-1,7,-12,-3,4,10,1,-20
Cc1ccc2nc(-c3cccc(Br)c3)cc(C(=O)Nn3cnnc3)c2c1,-23,2,6,2,-35,-12,-6,-7,-36,-32,-36
Cc1ccc(O)c(C2=NOC(O)(C(F)(F)C(F)F)C2)c1 (stereo not given),-24,-7,-4,2,11,10,-21,8,1,8,2
CCSc1nnc(NC(=O)CCNS(=O)(=O)c2ccccc2F)s1,-5,-2,11,6,16,8,3,-2,3,-15,-9
Cc1ccc(NC(=O)CNC(=O)OCc2ccccc2)cc1C,-9,-1,-8,1,-20,-1,-22,1,-4,-1,-35
CCOC(=O)c1sc(NC(=S)NC(=O)C2CC2)cc1C,-27,-2,3,-4,-2,7,0,-11,-28,-6,-9
CCN(CC)c1c2c(c(C#N)c3nc4ccccc4n13)CCC2,5,5,-11,-5,1,1,-8,-5,17,10,7
O=C(CSc1nccn1Cc1ccco1)Nc1cccc(F)c1,-39,11,-9,0,-15,-5,0,-12,-19,14,1
CCn1c(=O)c2c(nc3n2CCN3c2ccccc2)n(C)c1=O,-49,0,4,1,-4,5,6,-7,5,-5,2
CCc1ccc(NC(=S)N2CCC(NC(=O)c3ccccc3OC)CC2)cc1,-3,-10,8,16,-9,4,-13,5,-9,-16,14
CCn1c(=O)c(CCC(=O)N2CCN(c3ccccn3)CC2)c(C)c2c(C)nn(-c3ccccc3)c21,4,0,-2,14,24,-4,12,-15,18,1,9
COc1ccccc1N(CC(=O)N/N=C/c1ccc(SC)cc1)S(C)(=O)=O,9,2,-6,0,3,-8,-9,13,-9,9,-16
CCOc1ccc(N(CC(=O)NC2CCCCC2)C(=O)CCC(=O)Nc2nccs2)cc1,6,-2,-1,-16,7,-1,11,4,-5,-4,28
COc1ccccc1C1C(C#N)=C(N)Oc2cc(C)n(Cc3ccccn3)c(=O)c21 (stereo not given),-1,0,-3,0,-11,-12,14,5,4,-4,-1
CC(C)[C@H](NC(=O)[C@H](Cc1ccccc1)n1c(=O)[nH]c2ccccc2c1=O)C(=O)N1CCC[C@H]1C(=O)O,-18,-1,3,3,0,7,14,-2,-2,4,-2
Fc1ccc(-c2cc(C(F)(F)C(F)F)[nH]n2)cc1,-10,-3,/,3,-3,-18,-18,-2,-13,0,-1
Cc1ccccc1-c1nnc(SCC(=O)N(C)c2c(N)n(Cc3ccccc3)c(=O)[nH]c2=O)n1C,-3,-5,5,9,-1,-5,6,12,-28,14,-4
# Following part:
SMILES,NCOA1 inh,ABHD5-PLIN5 inh,TLR9-MyD88 inh,Granule exo inh,TWEAK-Fn14 inh,NOD2 RIPK2 PPI,LRH-1 inv ag,COUP-TFII inh,TROY signal inh,SRC3 inh,NCOA2 inhibitor
COC(=O)C1=C(C)NC(=S)NC1c1ccc(OCC(=O)N2CC(C)OC(C)C2)c(OC)c1 (stereo not given),-16,1,-9,4,6,-2,1,1,-11,-27,3
O=[N+]([O-])c1ccc(N/N=C/c2ccccc2)c(F)c1,-81,-6,17,-6,-15,24*,1,-19,-23,-67,-65
CCCNC(=O)C1(C)CCN(Cc2ccc(Oc3ccccc3)cc2)C1 (stereo not given),11,0,/,2,13,-9,12,23,13,-7,-1
O=C(CCS(=O)(=O)c1ccccc1)N1CCN(c2ccc(F)cc2)CC1,-73,4,-1,-3,-10,-14,-36,-14,-16,-30,-50
CC(C)N(C(=O)CSc1nnc(CSc2ncccn2)n1C)C(C)C,-7,1,3,-5,-4,5,11,3,-24,7,-2
COc1cccc(CNC(=O)CCS(=O)(=O)c2cc3c(cc2C)NC(=O)CO3)c1,9,-1,2,-1,-28,6,-6,-5,9,-21,-4
O=C(NNC(=O)c1ccc(Br)o1)c1ccc(NC(=O)c2ccccc2)cc1,-3,0,-4,5,1,3,14,-12,-1,0,-13
